Vif-APOBEC3G blk: Vif-A3G binding inhibition; Q9HC16; HeLa A3G-eYFP + Vif (tagged APOBEC3G with the HIV-1 protein that degrades it), YFP fluorescence, overnight; Potency, µM (doses to about 46.1 µM), for the others: at the top dose activity, negative = active, actives largely listed as inhibitors; 0.076% of 410,000 active;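 note: potency is the fitted concentration of half-maximal effect; % is set by controls: 0 for no effect and ±100 for the full control effect; nearly all actives have a fitted effect of over 60% in size; hits raise eYFP signal because A3G escapes Vif-driven loss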
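Read-out is eYFP fluorescence (Ex 488/Em 500-530) from Vif-expressing HeLa A3G-eYFP cells; more signal means A3G escaped Vif-mediated degradation. Cells plated overnight, compound pinned in, incubated overnight at 37 deg C.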
TrxR1 substrate: substrates of rat thioredoxin reductase 1; Potency, µM (top dose mostly 114 µM), for the others: top-dose activity change, negative = substrate turnover; O89049; purified TrxR1 substrate turnover, NADPH consumption readout; 0.01% of 390,000 active; note: potency is the fitted concentration of half-maximal effect; % is set by controls: 0 for no effect and ±100 for the full control effect; nearly all actives have a fitted effect of over 50% in size
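Rat TrxR1, dispensed at 90 nM, was prereduced with 400 uM NADPH (final) for 5 min at ~22 deg C, then incubated with compound 15 min before 400 uM selenite. A first-read NADPH fluorescence drop versus no-compound background flagged substrates.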
LDHA inh: blocks human lactate dehydrogenase A; P00338; purified LDHA, NADH/diaphorase-resazurin fluorescence; hits give low values; 0.15% of 480,000 active; activity change, % (values are at about 110 or 230 µM); AID 1347041; in the data active = activity change below about -30%; inconclusive = mostly about -25% to -30%;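 note: plate controls were DMSO wells for no effect and wells without enzyme for full effect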
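LDH5 2 nM; NADH 0.06 mM, pyruvate 0.2 mM; 200 mM Tris pH 7.4, EDTA, Tween-20; 5 min RT. Detection: diaphorase 0.133 mg/mL + resazurin 37 µM, fluorescence ex540/em590 at 0 and 20 min; normalized to enzyme-free and DMSO wells.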
GRP78 ERSR act: induces the endoplasmic reticulum stress response in human glioma cells; U87-MG GRP78 promoter luciferase reporter, 16 h; Potency, µM, inactives show top-dose activation, usual class: activators; 0.02% of 420,000 active; AID 602332; note: potency is the fitted concentration of half-maximal effect; series mostly up to about 76 µM; % of control where 0% means no effect; nearly all actives have a fitted effect of over 35% in size
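Stably transfected U87-MG glioma cells carrying a GRP78-based luciferase sensor; 16 h compound incubation. Luminescence end-point read 10 min after Bright-Glo addition at room temperature.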
RXFP1 ag: RXFP1 (human) receptor agonism. Q9HBX9. HEK293T-RXFP1 cAMP TR-FRET, 30 min; response scale: percent of porcine relaxin response, buffer zero. Potency, µM (highest dose often 57.5 µM), without a hit: at the highest dose activation, usual class: activators. 0.3% of 370,000 active; note: potency is the fitted concentration of half-maximal effect; % is set by controls: 0 for no effect and ±100 for the full control effect; nearly all actives have a fitted effect of over 60% in size; many of its hits are not listed in these tables
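Agonist response is measured as cAMP accumulation in an RXFP1-transfected HEK293T line under PDE4 inhibition. Values are scaled between buffer-only and 29 nM porcine relaxin, and EC50s come from standard Hill equation fits.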
PI4K2A block: blocks human PI4K2A kinase activity | Q9BTU6 | purified PI4K2A, ADP-Glo luminescence, 1 h; hits give low values | activity change, negative = inhibition, % at 76.9 µM | 0.13% of 420,000 active; in the data active = activity change below about -50%; inconclusive = mostly about -30% to -49%;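 note: -100% = wells without enzyme as full effect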
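PI4K2A activity was measured by ADP-Glo luminescence: enzyme (4 ug/mL stock) and phosphatidylinositol (1.2 mM stock) in Tris pH 7.5/MgCl2/EGTA/Triton X-100 buffer were reacted with ATP (300 microM stock) for one hour at ambient temperature.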
USP1 inh: USP1/UAF1 (human) deubiquitinase inhibition; AID 743255; 0.23% of 390,000 active; recombinant USP1/UAF1, Ub-Rhodamine cleavage fluorescence; Potency, µM (doses to about 57.1 µM), for inactives: at the highest dose activity change, negative = inhibition, most hits filed as inhibitors; note: potency is the fitted concentration of half-maximal effect; % is set by controls: 0 for no effect and ±100 for the full control effect; nearly all actives have a fitted effect of over 60% in size; inactives centre near -12
Target sequence (O94782 whole entry, looked up): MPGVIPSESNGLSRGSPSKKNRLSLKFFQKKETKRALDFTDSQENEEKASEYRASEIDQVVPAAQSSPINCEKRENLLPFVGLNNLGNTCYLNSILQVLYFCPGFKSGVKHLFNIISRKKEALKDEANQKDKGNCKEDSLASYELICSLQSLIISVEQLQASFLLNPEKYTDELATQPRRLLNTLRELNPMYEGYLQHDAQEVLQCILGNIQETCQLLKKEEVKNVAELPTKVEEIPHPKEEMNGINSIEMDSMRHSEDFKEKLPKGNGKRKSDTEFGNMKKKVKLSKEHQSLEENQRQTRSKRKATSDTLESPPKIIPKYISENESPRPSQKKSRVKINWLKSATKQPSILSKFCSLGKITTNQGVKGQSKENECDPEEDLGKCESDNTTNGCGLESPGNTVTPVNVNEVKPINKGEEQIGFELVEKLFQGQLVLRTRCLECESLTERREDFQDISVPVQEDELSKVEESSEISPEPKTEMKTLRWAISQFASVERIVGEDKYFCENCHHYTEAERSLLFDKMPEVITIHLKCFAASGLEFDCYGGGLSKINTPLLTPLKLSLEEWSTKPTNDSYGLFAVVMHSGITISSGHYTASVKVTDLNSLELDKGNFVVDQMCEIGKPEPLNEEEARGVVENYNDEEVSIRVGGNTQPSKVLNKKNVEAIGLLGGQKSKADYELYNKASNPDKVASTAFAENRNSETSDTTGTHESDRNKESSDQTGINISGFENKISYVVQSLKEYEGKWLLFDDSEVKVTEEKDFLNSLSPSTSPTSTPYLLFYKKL
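USP1/UAF1 complex at 1 nM was preincubated with compound for 15 min at room temperature, then Ub-Rho substrate (150nM final) was added. Fluorescence (480/540 nm) was read kinetically, 6 reads every 60 seconds.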
Vif-APOBEC3F blk: inhibitors of Vif-A3F interaction; HeLa A3F-eYFP + Vif (tagged APOBEC3F with the HIV-1 protein that degrades it), YFP fluorescence increase; Potency, µM (top dose mostly 46.1 µM), for inactives: at the highest dose activity, negative = active; 0.2% of 390,000 active; note: potency is the fitted concentration of half-maximal effect; % of control where 0% means no effect; nearly all actives have a fitted effect of over 65% in size
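HeLa cells stably expressing A3F-eYFP plus Vif, plated and incubated overnight at 37 deg C, then exposed to compounds overnight at 37 deg C. Blocked degradation read as raised yellow fluorescence (Ex 488/Em 500-530).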
mIDH1 inhibitor: blocks human mutant IDH1 R132H enzyme; IDH1-R132H enzyme, NADPH consumption, diaphorase/resazurin fluorescence; Potency, µM (highest dose often 76.6 µM), for the others: top-dose activity change, negative = inhibition, hits mostly inhibitors; 0.093% of 390,000 active; AID 602179; note: potency is the fitted concentration of half-maximal effect; % is set by controls: 0 for no effect and ±100 for the full control effect; nearly all actives have a fitted effect of over 65% in size
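IDH1-R132H (0.5 ug/mL dispensed) in pH 7.5 Tris buffer was preincubated 30 min with compound, then given a substrate mix of 0.016 mM NADPH and 2 mM alpha-KG for 80 min at room temperature; remaining NADPH was read by diaphorase/resazurin fluorescence.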
* = called active by the depositor; ? = inconclusive; . = not tested or not shown; & = joins results of further samples; [ ] = remark or other dose. Unless noted, calls come from the whole dose curve; as a rule, active = well fitted curve in the direction sought with a large enough effect; inconclusive = small, poorly fitted or top-dose-only effect, or another doubt; inactive = no such curve, though single readings can be large; an effect the other way counts as inactive or inconclusive. These rows are one share of the data, so the mix of outcomes need not match the whole.

SMILES | Vif-APOBEC3G blk | TrxR1 substrate | LDHA inh | GRP78 ERSR act | RXFP1 ag | PI4K2A block | USP1 inh | Vif-APOBEC3F blk | mIDH1 inhibitor
O=c1oc2ccc3ccccc3c2cc1-c1nnc(Nc2cc(C(F)(F)F)ccc2Cl)s1 | -8% | 5%[57.1 µM] | -2 | 0% | 1.2% | -2 | ? | -8% | -6%
CCOc1ccc(S(=O)(=O)n2nnc3ccccc32)cc1C | 2% | -11% | -5 | -4% | -0.3% | 5 | -7% | -17% | -1%
CCCCNC(=O)CCc1c(C)nc2cc(-c3ccccc3)nn2c1C | 2% | 1% | -8 | -8% | -0.7% | 1 | -7% | 0% | 0%
Cc1ccc(-c2nnc(N)o2)cc1 | -2% | 4% | 0 | 2% | 0.4% | 5 | -3% | -6% | 8%
CCC(=O)NC(Nc1ccccn1)(C(=O)OC)C(F)(F)F (stereo not drawn) | -3% | 0% | 0 | -6% | 1.8% | 0 | -4% | -16% | 0%
COc1ccc(CCNC(=O)/C=C/c2ccc(S(=O)(=O)N3CCOCC3)cc2)cc1 | -1% | -1% | 1 | -6% | 2.8% | -5 | -7% | -7% | -4%
O=C(O)c1cc(NCc2ccc(F)cc2)ccc1N1CCOCC1 | 1% | -2% | 4 | -1% | 1.1% | -1 | -22% | -2% | 4%
CCc1ccc(Nc2nc(N)nc(CSc3nc4ccccc4s3)n2)cc1 | -17%&-1% | -5%&0% | 2&-17 | 7%&-1% | 3.2%&1.3% | -18&-5 | ? | -17%&-4% | -14%&-3%
COc1ccc(N2CC(NC(=O)c3cccs3)CC2=O)cc1 (stereo not drawn) | -6% | 4%[57.1 µM] | -3 | 0% | 2.8% | 3 | 12% | 0% | -6%
Cc1nnc(NC(=O)c2cccc(NC(=O)C(C)C)c2)s1 | -7% | -5% | -3 | -1% | 0.3% | 16 | 1% | 3% | 10%
Cc1c(C(=O)O)cccc1-c1ccc(/C=N/Nc2ccc(Br)cc2)o1 | -13% | -15% | 5 | 1% | -0.1% | -7 | -18% | -1% | 4%
CCN(CC)C(=O)Cn1c(=O)cc(C)c2c(C)nn(-c3ccc(C)cc3)c21 | 1% | -3%[57.1 µM] | 0 | -1% | 0.5% | -2 | -9% | 3% | -11%
CCOC(=O)c1c(C)[nH]c(C(=O)OC(C(=O)N(C)C)c2ccccc2)c1C (stereo not drawn) | -7% | 1% | -2 | -2% | . | . | . | . | .
CCOC(=O)CSC1=N/C(=C/c2ccc(-n3cncn3)cc2)C(=O)N1C(C)=O | 0% | -17%[57.1 µM] | -2 | 1% | -0.8% | 4 | -21% | 2% | 10%
O=C1CN(C(=O)CSc2nc3cc(Cl)ccc3c(=O)n2Cc2ccccc2)c2ccccc2N1 | -4% | 9%[57.1 µM] | -14 | -2% | 1.8% | 2 | -18% | 2% | -21%
CCCN=C(N)/C(C(=O)OCC)=C(\O)c1ccc(OC)cc1 | -1% | 4%[57.1 µM] | 4 | 10% | -0.1% | -4 | -21% | -5% | 2%
CCC(CO)Oc1cc(NCc2ccc(C(F)(F)F)cc2)c2ncn(C(C)C)c2c1 (stereo not drawn) | -15% | 3%[57.1 µM] | 17 | -3% | . | -10 | -39% | 0% | ?
O=C(Nc1ccc(Cl)c(Cl)c1)Nc1nnc(CSc2ccccc2)s1 | -3% | -1% | 0 | -4% | -3.1% | 2 | -1% | -32% | -3%
CC(=O)c1cnc2c(-c3cccc(Br)c3)cnn2c1C | 2% | 10% | 1 | 3% | 8.7% | -1 | -19% | 1% | 1%
COc1cc(N)c(Cl)cc1C(=O)OCC(=O)N(C)C1CCCCC1 | -8% | 5% | -3 | 2% | 1.5% | -5 | -21% | -5% | 3%
O=C(CC(NC(=O)c1ccccc1)c1ccccc1)Nc1cccc2ccccc12 (stereo not drawn) | -2% | 1% | 3 | -4% | 0.0% | -4 | -23% | 10% | -1%
O=C(Cc1ccccc1)NC1CCS(=O)(=O)C1 (stereo not drawn) | 3% | -1% | -4 | -2% | 0.8% | 16 | -13% | -1% | 1%
CC1Cc2cc(S(=O)(=O)N3CCN(c4ccc(Cl)cc4)CC3)ccc2N1C(=O)C1CC1 (stereo not drawn) | 4% | 8% | -1 | 0% | 0.2% | -2 | -12% | 1% | 3%
Cc1ccccc1CC(=O)Nc1ccon1 | 1% | 4%[57.1 µM] | -7 | -3% | -0.2% | -2 | -8% | -5% | 7%
COc1cc(/C=C2/SC(=S)N(c3c(C)n(C)n(-c4ccccc4)c3=O)C2=O)ccc1O | -8% | -1%[57.1 µM] | 11 | -1% | -0.2% | -6 | -31% | -18% | 14%
Cc1oc(-c2cccc(F)c2)nc1CN1CCCCC1CCn1cccn1 (stereo not drawn) | -13% | 7% | -3 | -4% | -1.6% | 10 | -10% | 3% | 2%
C=CCn1c(CC(=O)OC)csc1=Nc1ccc(C(C)=O)cc1 | -1% | -3%[57.1 µM] | -5 | 3% | 1.5% | 3 | -1% | -2% | 8%
Oc1ccc(C[C@H]2CNC(=S)N2CC2CCCN2C[C@H](Cc2ccc(O)cc2)N2C[C@H](Cc3ccccc3)N(CC3CCCCC3)C2=S)cc1 (stereo partly drawn) | 3% | 1% | -1 | -1% | . | -4 | ? | 0% | 4%
O=C1c2sc3nc4n(c(=O)c3c2CCC1Br)CCCCC4 (stereo not drawn) | 2% | 6% | 28 | 2% | 4.5% | -8 | -18% | -18% | 16%
Cc1ccc(CCN2C(=O)c3ccccc3C2C(=O)NCc2cccnc2)cc1 (stereo not drawn) | 0% | 8%[57.1 µM] | -4 | -1% | -1.9% | 2 | -15% | -1% | -6%

4 records picked at random from the list so far:
SMILES | Vif-APOBEC3G blk | TrxR1 substrate | LDHA inh | GRP78 ERSR act | RXFP1 ag | PI4K2A block | USP1 inh | Vif-APOBEC3F blk | mIDH1 inhibitor
COc1ccc(CCNC(=O)/C=C/c2ccc(S(=O)(=O)N3CCOCC3)cc2)cc1 | -1% | -1% | 1 | -6% | 2.8% | -5 | -7% | -7% | -4%
O=C(Cc1ccccc1)NC1CCS(=O)(=O)C1 (stereo not drawn) | 3% | -1% | -4 | -2% | 0.8% | 16 | -13% | -1% | 1%
Cc1c(C(=O)O)cccc1-c1ccc(/C=N/Nc2ccc(Br)cc2)o1 | -13% | -15% | 5 | 1% | -0.1% | -7 | -18% | -1% | 4%
Oc1ccc(C[C@H]2CNC(=S)N2CC2CCCN2C[C@H](Cc2ccc(O)cc2)N2C[C@H](Cc3ccccc3)N(CC3CCCCC3)C2=S)cc1 (stereo partly drawn) | 3% | 1% | -1 | -1% | . | -4 | ? | 0% | 4%

Profiles, quoted from the list. Screens in order: Vif-APOBEC3G blk | TrxR1 substrate | LDHA inh | GRP78 ERSR act | RXFP1 ag | PI4K2A block | USP1 inh | Vif-APOBEC3F blk | mIDH1 inhibitor
Results for O=C(CC(NC(=O)c1ccccc1)c1ccccc1)Nc1cccc2ccccc12 (stereo not drawn) = -2% | 1% | 3 | -4% | 0.0% | -4 | -23% | 10% | -1%
Results for C=CCn1c(CC(=O)OC)csc1=Nc1ccc(C(C)=O)cc1 = -1% | -3%[57.1 µM] | -5 | 3% | 1.5% | 3 | -1% | -2% | 8%

Next part.
SMILES | Vif-APOBEC3G blk | TrxR1 substrate | LDHA inh | GRP78 ERSR act | RXFP1 ag | PI4K2A block | USP1 inh | Vif-APOBEC3F blk | mIDH1 inhibitor
CC(C)CN=CC1=C(O)c2ccccc2C1=O | 0% | 0%[57.1 µM] | -15 | -9% | 1.0% | -5 | 2% | ? | -2%
CCn1nccc1C(=O)Nc1ccccc1OC | -1% | -7% | 0 | -6% | -3.2% | -2 | 0% | -3% | 4%
Cc1ccc(S(=O)(=O)NCCC(=O)NC2CCC(C)CC2)cc1 (stereo not drawn) | 4% | 3% | -1 | -2% | 3.5% | 4 | -12% | 0% | -6%
Cc1nnc(NC(=O)Cn2nc(C)c3ccccc3c2=O)s1 | 1% | -6%[57.1 µM] | -8 | -5% | 28% | 4 | -21% | 0% | -1%
O=C(CN1C(=O)CC(c2ccccc2)=Nc2ccccc21)Nc1ccc(Br)cc1 | 0% | 4%[57.1 µM] | -2 | -5% | 3.8% | -3 | -2% | 5% | 8%
CC(OC(=O)CCCNC(=O)c1ccc(Cl)cc1)C(=O)N(C)Cc1ccccc1 (stereo not drawn) | 3% | 1% | -1 | -1% | -1.2% | 0 | -20% | 0% | 0%
Cc1cc(C)n2nc(SCC(=O)Nc3ccc(F)cc3)nc2n1 | 1% | 3%[57.1 µM] | -1 | -2% | 0.8% | 3 | ? | -11% | -1%
COCc1cccc(-c2csc(C(C)(O)c3cccc(F)c3)n2)c1 (stereo not drawn) | -3% | . | -1 | -1% | . | -3 | . | . | .
COCCn1c(SCC(=O)NC2CCCCC2C)nnc1-c1ccncc1 (stereo not drawn) | 5% | -7% | -10 | 0% | 2.4% | -10 | ? | -8% | -4%
COc1ccc2c(c1)c(CC(=O)Nc1cc(C)cc(C)c1)c(C)n2C(=O)c1ccc(Cl)cc1 | 2% | -11% | 1 | -3% | -0.8% | -5 | -2% | 2% | 14%
Cc1ccc(S(=O)(=O)N[C@@H](C)C(=O)N2CCC(C(=O)N[C@@H](Cc3ccccc3)C(=O)O)CC2)cc1 | 3% | 0% | -15 | -1% | 0.2% | -4 | -15% | 3% | -1%

Bioassay records deposited in PubChem BioAssay by National Center for Advancing Translational Sciences (NCATS).
